Compound activity: PubChem BioAssay, The Scripps Research Institute Molecular Screening Center
GPR151 activ = activates the human receptor GPR151; AID 1508602; PathHunter beta-arrestin GPR151 cells, luminescence; activation, % at 11.2 µM; 650,000 tested, 1% active; in the data active means activation above about 4.9%;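 further: 0% = median of compound wells and 100% = cells with positive control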
MITF primary = inhibitors of human MITF; O75030; AlphaScreen MITF homodimerization, bead proximity signal; inhibition, % at 2.6 µM; 650,000 tested, 0.91% active; in the data active means inhibition above about 50%;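 further: 0% = vehicle wells with protein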
TEAD-YAP block = TEAD-YAP interaction inhibition; HEK-TIYL cells, TEAD-Gal4/YAP UAS-luciferase luminescence; inhibition, % at 9.12 µM; 640,000 tested, 1.4% active; AID 1259422; in the data active means inhibition above about 32%;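 further: 0% = median of test compound wells and 100% = reference inhibitor wells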
FBW7 activator = activators of human E3 ligase FBW7. Q969H0. AlphaScreen FBW7–phospho-cyclin E peptide binding, activator screen. normalized activity (activation), % at 26.1 µM. 650,000 tested, 0.13% active. AID 1259310; in the data active means normalized activity above about 1.9%;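 further: purified mutant Fbw7 with reduced substrate affinity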
Target sequence (Q969H0 whole entry, looked up): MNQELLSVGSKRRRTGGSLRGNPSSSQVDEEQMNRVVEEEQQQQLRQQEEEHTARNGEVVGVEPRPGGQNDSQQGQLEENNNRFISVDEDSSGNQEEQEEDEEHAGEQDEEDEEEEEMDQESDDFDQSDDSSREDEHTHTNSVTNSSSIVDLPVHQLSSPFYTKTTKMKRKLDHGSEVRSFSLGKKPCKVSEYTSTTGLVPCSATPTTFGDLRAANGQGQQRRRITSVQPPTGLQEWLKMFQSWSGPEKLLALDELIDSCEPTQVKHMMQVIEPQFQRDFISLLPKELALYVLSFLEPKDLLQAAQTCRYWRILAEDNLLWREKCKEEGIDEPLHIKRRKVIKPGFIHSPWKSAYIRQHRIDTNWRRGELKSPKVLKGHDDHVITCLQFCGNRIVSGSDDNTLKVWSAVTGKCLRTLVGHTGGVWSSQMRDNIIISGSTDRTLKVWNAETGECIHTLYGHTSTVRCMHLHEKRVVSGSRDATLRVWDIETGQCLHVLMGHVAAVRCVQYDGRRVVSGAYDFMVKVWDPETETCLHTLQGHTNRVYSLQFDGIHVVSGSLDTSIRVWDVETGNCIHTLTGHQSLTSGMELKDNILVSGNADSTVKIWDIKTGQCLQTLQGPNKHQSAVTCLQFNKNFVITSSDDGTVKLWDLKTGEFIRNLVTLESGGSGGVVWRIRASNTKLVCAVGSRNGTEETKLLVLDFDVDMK
Starred values were filed as active, the others as inactive. Hits appear at their usual frequency; 3.5% or so of the library scored in one or more.

Keys – A = GPR151 activ; B = MITF primary; C = TEAD-YAP block; D = FBW7 activator
CCOC(=O)c1c(C)oc2ccc(OCc3cc(C)ccc3C)cc12
  A: 0.2 | B: -4 | C: 2 | D: -0.2
Cc1ccc(N2C(=O)CC(Nc3ccc(F)cc3)C2=O)c(Br)c1 (stereo not drawn)
  A: 15* | B: -19 | C: 8 | D: -0.1
CCC(=O)NCC(c1ccco1)S(=O)(=O)c1ccc(F)cc1 (stereo not drawn)
  A: 0.5 | B: -4 | C: -10 | D: -0.1
CCc1ccc(OCC(=O)Nc2sc3c(c2C(=O)OC)CCC(C)C3)cc1 (stereo not drawn)
  A: -0.6 | B: -6 | C: -9 | D: 0.1
CCOc1cc(OCC)cc(C(=O)Nc2ccc3oc(-c4cccnc4)nc3c2)c1
  A: 0.9 | B: 6 | C: -15 | D: -0.2
CC(=O)c1cccc(N2C(=O)/C(=C3/C(=O)N(C)c4ccccc43)SC2=S)c1
  A: 1.8 | B: 6 | C: 16 | D: -0.2
COc1ccc(S(=O)(=O)N2CCC(Nc3nc(C)c(C)c(=O)[nH]3)CC2)cc1
  A: 1.1 | B: -4 | C: 8 | D: 0.1
COc1ccc(C(=O)NNC(=O)C(=O)Nc2cccc3ccccc23)cc1
  A: -0.3 | B: 6 | C: -3 | D: 0.2
COc1ccc(N=Cc2c(O)cc(C)oc2=O)c(OC)c1
  A: 0.8 | B: -6 | C: -1 | D: -0.1
Cc1nn(-c2ccccc2)c2sc(C(=O)Oc3ccc4ccccc4c3)cc12
  A: 0.4 | B: 2 | C: -1 | D: 0.1
O=C(Nc1ccc(S(=O)(=O)NC2CCCCC2)cc1)c1cccnc1
  A: -1.7 | B: 4 | C: 3 | D: -0.2
O=C(NCc1ccccn1)c1cc(-c2ccco2)[nH]n1
  A: 0.6 | B: -31 | C: -3 | D: 0.2
CCN(CC)S(=O)(=O)c1ccc(N=NC2=C(O)CC(C)(C)CC2=O)cc1
  A: -1.0 | B: 4 | C: -1 | D: 0.0
Cc1cccc(NC(=O)c2c([N+](=O)[O-])cnn2C)c1
  A: -1.2 | B: 11 | C: 15 | D: 0.1
Nc1cc(N)nc(SCC(=O)NC2CCCCCCC2)n1
  A: 3.1 | B: -15 | C: 6 | D: -0.2
COCCN1CCCc2ccc(NS(=O)(=O)c3ccc(OC)cc3)cc21
  A: 0.0 | B: 5 | C: 7 | D: -0.1
Cc1ccc(CNC(=O)c2ccc(N3CC4CC(C3)c3cccc(=O)n3C4)c(NS(=O)(=O)c3ccc(F)c(C)c3)c2)cc1 (stereo not drawn)
  A: 0.9 | B: -1 | C: -4 | D: -1.8
Cc1ccc(-c2csc3ncnc(SCC#N)c23)cc1
  A: 3.6 | B: 11 | C: -4 | D: 0.2
CN(C)c1ccc(/C=N/NC(=O)c2cc(-c3cccs3)[nH]n2)cc1
  A: 0.8 | B: 7 | C: 0 | D: 0.0
Cc1ccc2oc(-c3ccccc3)cc(=NCCCO)c2c1
  A: -0.8 | B: -1 | C: 5 | D: -0.1
Cc1ccc(NC(=O)Nc2ccccn2)cc1
  A: -0.4 | B: -17 | C: -52 | D: -0.1
CC(C)c1ccc(C2C(C#N)=C(SCC(N)=O)NC3=C2C(=O)CCC3)cc1 (stereo not drawn)
  A: -0.4 | B: 2 | C: 4 | D: 0.1
O=C(NC1CC1)c1ccc(-c2nc(C(=O)NC3CC3)cs2)cc1
  A: -0.5 | B: -5 | C: 12 | D: -0.1
O=C(NCc1noc2ccccc12)Nc1cccc(C(F)(F)F)c1
  A: 0.5 | B: -6 | C: -1 | D: -0.1
C#CC(C)(C)N1CC(C)C(O)(c2ccccc2)CC1C (stereo not drawn)
  A: 0.3 | B: 4 | C: 9 | D: -0.1

Two records picked at random from those above:
Keys – A = GPR151 activ; B = MITF primary; C = TEAD-YAP block; D = FBW7 activator
Cc1ccc2oc(-c3ccccc3)cc(=NCCCO)c2c1
  A: -0.8 | B: -1 | C: 5 | D: -0.1
Cc1nn(-c2ccccc2)c2sc(C(=O)Oc3ccc4ccccc4c3)cc12
  A: 0.4 | B: 2 | C: -1 | D: 0.1

Other compounds
Keys – A = GPR151 activ; B = MITF primary; C = TEAD-YAP block; D = FBW7 activator
CCc1ccc(N(CC)C(=O)CN2C(=S)NC(C)(C)CC2C)cc1 (stereo not drawn)
  A: -0.1 | B: -2 | C: -12 | D: 0.0
C1CCN(c2c3c(nc4nnnn24)CCCC3)CC1
  A: 0.3 | B: 2 | C: -3 | D: -0.2
CC1CCCC(C)N1C(=O)COc1nncc2ccccc12 (stereo not drawn)
  A: 0.5 | B: -14 | C: 5 | D: 0.0
O=C(N/N=C/c1ccc(O)cc1O)c1ccc([N+](=O)[O-])cc1
  A: 0.8 | B: 3 | C: -17 | D: -0.1
C[C@H]1NC(=O)[C@H]2CN(C(=O)c3cccc4ccccc34)CCN2C1=O
  A: 0.8 | B: -2 | C: -7 | D: -0.1
CC(C)N1C(=O)C(O)(CC(=O)c2ccc3c(c2)OCO3)c2ccccc21 (stereo not drawn)
  A: 1.7 | B: -13 | C: 4 | D: -0.1
CCn1c(CN2CCCCCC2=O)nnc1SCc1cnc(-c2ccccc2)s1
  A: 1.6 | B: 5 | C: 2 | D: 0.1
CCSc1ncnc2c1cnn2-c1ccc(F)cc1
  A: -0.8 | B: 11 | C: -36 | D: 0.1
Cc1sc2nc3n(c(=O)c2c1-c1cccs1)CCC3
  A: -0.7 | B: 0 | C: -2 | D: 0.0
CC(C)(C)c1ccc(C(=O)Nc2ccccc2C(N)=O)cc1Br
  A: 2.0 | B: 5 | C: 29 | D: 0.0
Cc1ccc(S(=O)(=O)NNC(=O)c2cc([N+](=O)[O-])c(C)c([N+](=O)[O-])c2)cc1
  A: -0.6 | B: 2 | C: -10 | D: 0.0
CCOc1ccc(S(=O)(=O)NCC2(O)CCCC2)cc1
  A: -1.0 | B: 4 | C: 16 | D: 0.3
O=C(c1cc(COc2ccc(F)cc2F)on1)N1CCCCC1c1nccs1 (stereo not drawn)
  A: 2.1 | B: 0 | C: -24 | D: 0.1
Cc1ccc(CNC(=O)CSC2=Nc3ccccc3C3=NC(Cc4ccccc4)C(=O)N23)cc1 (stereo not drawn)
  A: -0.3 | B: 13 | C: 7 | D: 0.2
COc1ccccc1-n1c(SCC#N)nc2c(sc(=S)n2-c2ccccc2)c1=O
  A: -0.1 | B: -9 | C: -4 | D: -0.1
O=c1c2ccccc2c(-c2ccccc2)nn1-c1ccccc1
  A: 0.3 | B: 5 | C: -1 | D: -0.1
CC1=CC(C)(C)NC(=O)N1c1ccccc1
  A: 0.8 | B: 1 | C: 13 | D: 0.0
CCCNC(=O)c1ccc2nc(Nc3ccnn3C)sc2c1
  A: -1.0 | B: 13 | C: -21 | D: 0.3
O=C(CCc1ccc(S(=O)(=O)N2CCOCC2)cc1)OCc1ccc(Cl)cc1
  A: 0.2 | B: 11 | C: 0 | D: 0.1
CN(Cc1ccc(OCC(O)CN(C)Cc2ccccc2)cc1)Cc1nccs1 (stereo not drawn)
  A: 1.7 | B: -1 | C: -4 | D: 0.2
Cc1cc(I)ccc1NC(=O)c1sc2ncn(Cc3ccccc3F)c(=O)c2c1C
  A: 0.2 | B: 7 | C: -1 | D: 0.0
Cc1cccc(N2C(=O)c3ccc(Cl)cc3C2=O)n1
  A: -0.3 | B: -8 | C: -2 | D: 0.0
O=C(NCCN1CCN(S(=O)(=O)c2ccccc2)CC1)C(=O)NCc1ccco1
  A: 5.7* | B: -2 | C: 5 | D: 0.3
COc1ccccc1N1CCN(c2ncc(C(=O)Nc3ccc4c(c3)OCCO4)c3ccccc23)CC1
  A: -0.4 | B: 3 | C: 32 | D: 0.1
CC1=C(C(=O)NCc2ccc(C)cc2)C2(CCCCC2)OC1=O
  A: 0.1 | B: 11 | C: -2 | D: 0.1

Filtered by structure: the compounds so far with a Cl atom
Keys – A = GPR151 activ; B = MITF primary; C = TEAD-YAP block; D = FBW7 activator
O=C(CCc1ccc(S(=O)(=O)N2CCOCC2)cc1)OCc1ccc(Cl)cc1
  A: 0.2 | B: 11 | C: 0 | D: 0.1
Cc1cccc(N2C(=O)c3ccc(Cl)cc3C2=O)n1
  A: -0.3 | B: -8 | C: -2 | D: 0.0

Whole records as entered above. Values in the order: GPR151 activ	MITF primary	TEAD-YAP block	FBW7 activator
Cc1sc2nc3n(c(=O)c2c1-c1cccs1)CCC3 reads -0.7	0	-2	0.0
Cc1ccc(CNC(=O)CSC2=Nc3ccccc3C3=NC(Cc4ccccc4)C(=O)N23)cc1 (stereo not drawn) reads -0.3	13	7	0.2
CC(=O)c1cccc(N2C(=O)/C(=C3/C(=O)N(C)c4ccccc43)SC2=S)c1 reads 1.8	6	16	-0.2
CCSc1ncnc2c1cnn2-c1ccc(F)cc1 reads -0.8	11	-36	0.1
Cc1ccc(NC(=O)Nc2ccccn2)cc1 reads -0.4	-17	-52	-0.1

Continued.
Keys – A = GPR151 activ; B = MITF primary; C = TEAD-YAP block; D = FBW7 activator
CCc1c(C)sc2ncn3c(=O)n(CC(=O)NCC4CC4)nc3c12
  A: -0.3 | B: 4 | C: 2 | D: -0.2
CCCCOC(=O)c1ccc(-n2c(C)cc(C=O)c2C)cc1
  A: -1.2 | B: 11 | C: -7 | D: 0.1
CCOC(=O)c1c(NC(=O)COc2ccc(Br)cc2)sc(C)c1C
  A: -1.0 | B: -9 | C: -5 | D: 0.3
CCOC(=O)c1sc2nc(SCC(=O)NC3CCCCC3)n(CCc3ccc(Cl)cc3)c(=O)c2c1C
  A: -0.5 | B: 6 | C: -10 | D: 0.0
COc1ccc(C(=O)Oc2ccc(C=O)cc2Br)cc1OC
  A: 1.8 | B: 0 | C: -2 | D: -0.3
O=C1c2ccc(F)cc2C(=O)N1C1CCCCC1
  A: 3.6 | B: -14 | C: 0 | D: 0.0
CC(C)CNC(=O)C(=O)NC1CC(C)(C)NC(C)(C)C1
  A: 0.5 | B: -3 | C: -15 | D: -0.1
COc1cccc(CC2(CO)CCN(Cc3cnc(N4CCOCC4)s3)CC2)c1
  A: -0.5 | B: -10 | C: 5 | D: -0.1
CCCCCCCc1ccc(-c2nnc(C3CCC(CCCC)CC3)o2)cc1 (stereo not drawn)
  A: -0.7 | B: 2 | C: 1 | D: -0.1
Cc1cc(C)n(C(=O)c2ccc(Cl)c(S(=O)(=O)N3CCCC3)c2)n1
  A: -0.3 | B: 18 | C: 2 | D: 0.7
O=C(C(Cc1ccccc1)NS(=O)(=O)c1ccc(Cl)cc1)N1CCC2(CC1)OCCO2 (stereo not drawn)
  A: -0.7 | B: 4 | C: -3 | D: 0.0
CN(CCNC(=O)CCCOc1cc(=O)n(C)c2ccccc12)Cc1ccccc1
  A: -0.2 | B: 7 | C: 0 | D: -0.1
O=C(Nc1oc2ccccc2c(=O)c1-c1ccc2c(c1)OCO2)c1ccccc1
  A: -1.4 | B: 8 | C: -23 | D: 0.5
CCOC(=O)C(Cc1cc(C(C)=O)ccc1OCC)C(=O)OCC
  A: -1.6 | B: 19 | C: 8 | D: 1.1
COc1cc(Nc2cc(Nc3ccccc3C(N)=O)ccn2)cc(OC)c1OC
  A: 3.3 | B: 15 | C: -11 | D: 0.3
COc1ccccc1/C=C\C=c1/sc2nc(-c3ccco3)nn2c1=O
  A: -1.9 | B: 31 | C: -1 | D: 0.0
COc1ccc(S(=O)(=O)N2CCN(C(=O)CC(C)C)CC2)cc1
  A: -0.2 | B: -2 | C: 0 | D: 0.0
CCC(CO)NCC(O)COc1ccc(-c2ccccc2)cc1 (stereo not drawn)
  A: -0.6 | B: 7 | C: 10 | D: -0.1
O=C(Oc1ccccc1C(=S)N1CCOCC1)c1ccc(Br)cc1
  A: 1.3 | B: -9 | C: 5 | D: 0.2
COc1ccccc1CNC(=O)CCSCc1ccccc1C
  A: -0.5 | B: 4 | C: -4 | D: 0.0
COC(=O)c1cc(C(=O)OCC(=O)NC(=O)NCc2ccccc2)cc([N+](=O)[O-])c1
  A: -0.4 | B: 10 | C: 4 | D: 0.0
CC(=O)c1ccc(NC(=O)c2ccccc2-c2ccccc2C(=O)O)cc1
  A: 1.4 | B: -1 | C: -8 | D: 0.0
CCCC1(C2CCN(C(=O)CC(C)C)CC2)NC(=O)N(CCC2CCCN2C)C1=O (stereo not drawn)
  A: -1.0 | B: 10 | C: -8 | D: 0.1
Cn1c(=O)c2c(ncn2CC(=O)Nc2ccc(F)c(F)c2F)n(C)c1=O
  A: 0.6 | B: 0 | C: 6 | D: 0.1
Cc1nc2c(C(=O)NCc3ccc4c(c3)OCO4)cnn2c(C)c1Cc1ccc(F)cc1
  A: 0.5 | B: 17 | C: 7 | D: 0.5

Remaining list, next part
Keys – A = GPR151 activ; B = MITF primary; C = TEAD-YAP block; D = FBW7 activator
COC(=O)c1c(NC(=O)c2c(F)cccc2F)sc(C)c1C
  A: -0.7 | B: 16 | C: 7 | D: 0.1
CCn1cnc2c1c(=O)n(CC(=O)OC)c(=O)n2Cc1ccccc1
  A: -0.7 | B: 4 | C: -6 | D: -0.1
COc1ccc(CCNC(=O)NCC2(O)CCCC2)cc1
  A: -0.3 | B: 5 | C: 12 | D: 0.7
CCOC(=O)C1CCN(C(=O)/C=C/c2ccc(OC)cc2)CC1
  A: -1.1 | B: 12 | C: -5 | D: 0.3
O=C(CC1C(=O)N(c2ccc(F)cc2)C(=O)N1Cc1ccc(F)cc1)Nc1ccccc1 (stereo not drawn)
  A: -0.2 | B: -3 | C: 12 | D: 0.0
